Assay outcomes from PubChem BioAssay.
SIRT5 inh – blocks human SIRT5 desuccinylation of peptide; 330,000 compounds, 1.1% hits; inhibition, % at 15 µM; Purified SirT5, succinyl-peptide AMC, trypsin-coupled fluorescence; in the data active means inhibition above about 15%; inconclusive means no clear call, values can overlap the other calls
Target sequence (Q9NXA8 whole entry, looked up): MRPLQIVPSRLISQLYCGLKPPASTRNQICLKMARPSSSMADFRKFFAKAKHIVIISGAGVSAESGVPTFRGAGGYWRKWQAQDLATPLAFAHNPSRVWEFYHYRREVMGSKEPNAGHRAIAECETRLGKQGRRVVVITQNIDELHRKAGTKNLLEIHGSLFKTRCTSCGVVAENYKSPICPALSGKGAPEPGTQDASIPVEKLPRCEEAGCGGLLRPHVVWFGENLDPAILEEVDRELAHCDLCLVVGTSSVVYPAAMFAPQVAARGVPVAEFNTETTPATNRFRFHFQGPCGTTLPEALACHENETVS
Casp6 inh – inhibitors of human caspase-6 | 350,000 compounds, 0.53% hits | P55212 | inhibition, % at 12.5 µM | purified caspase-6, Z-VEID-R110 cleavage fluorescence;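 active means mean inhibition across replicates at least about 35%, with every replicate also reaching that limit, limit read from the data; inconclusive means only one of the two criteria met; inactive means neither criterion met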;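 further: 0% = median of neutral control wells and 100% = no fluorescence left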
Target sequence (P55212 24-179 limits assumed): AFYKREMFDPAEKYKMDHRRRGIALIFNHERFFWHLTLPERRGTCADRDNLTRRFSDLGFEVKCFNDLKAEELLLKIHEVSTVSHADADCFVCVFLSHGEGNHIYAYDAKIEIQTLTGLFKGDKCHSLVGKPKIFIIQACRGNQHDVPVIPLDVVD
Target sequence (P55212 194-293 limits assumed): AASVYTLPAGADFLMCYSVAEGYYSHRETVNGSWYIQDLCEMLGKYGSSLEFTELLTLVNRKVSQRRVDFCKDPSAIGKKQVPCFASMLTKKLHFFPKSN
ERAP1 inh – ERAP1 (human) enzyme inhibition | Q9NZ08 | recombinant ERAP1, Leu-AMC fluorescence, 60 min | inhibition, % at 10.7 µM | 340,000 compounds, 0.15% hits | AID 652197;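 active means mean replicate inhibition of at least 30%, or all replicates individually reaching that 30% level; inactive means mean below 30% and not every replicate reaching it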;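 further: 0% = neutral control wells and 100% = L-leucinethiol positive control wells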
DENV2 CPE rescue – protects cells from dengue virus 2 cytopathic effect; DENV2-infected cells, cytopathic effect rescue, plate reader; CPE inhibition, % at 9.99 µM; 350,000 compounds, 1.7% hits; in the data active means CPE inhibition above about 20%, passing the limit was not always enough; inconclusive means no clear call, values can overlap the other calls; tested in BHK-21 cells;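 further: 0% = median of neutral control wells and 100% = median of positive control wells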
miR-122 sensor – inhibitors of miR-122 in Huh7 cells | Huh7 miR-122 Renilla luciferase sensor, 48 h; neutral wells = 0, positive control = 100 | activation (reporter increase), % at 12.5 µM | 340,000 compounds, 0.3% hits;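 active means mean replicate activation score at least 90 and every replicate individually at or above 90; inconclusive means only one of the two criteria met; inactive means neither criterion met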;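 further: higher luciferase means less miR-122 activity so hits act as miR-122 inhibitors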
ERp5 inh – blocks human ERp5 reductase activity on insulin | Q15084 | ERp5 insulin aggregation, absorbance 650 nm, 90 min | inhibition, % at 9.99 µM | 350,000 compounds, 0.05% hits;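 active means mean replicate inhibition above about 25%, with every replicate also reaching it, limit read from the data, passing the limit was not always enough; inconclusive means only one of those two criteria met; inactive means neither criterion met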
Target sequence (Q15084 whole entry, looked up): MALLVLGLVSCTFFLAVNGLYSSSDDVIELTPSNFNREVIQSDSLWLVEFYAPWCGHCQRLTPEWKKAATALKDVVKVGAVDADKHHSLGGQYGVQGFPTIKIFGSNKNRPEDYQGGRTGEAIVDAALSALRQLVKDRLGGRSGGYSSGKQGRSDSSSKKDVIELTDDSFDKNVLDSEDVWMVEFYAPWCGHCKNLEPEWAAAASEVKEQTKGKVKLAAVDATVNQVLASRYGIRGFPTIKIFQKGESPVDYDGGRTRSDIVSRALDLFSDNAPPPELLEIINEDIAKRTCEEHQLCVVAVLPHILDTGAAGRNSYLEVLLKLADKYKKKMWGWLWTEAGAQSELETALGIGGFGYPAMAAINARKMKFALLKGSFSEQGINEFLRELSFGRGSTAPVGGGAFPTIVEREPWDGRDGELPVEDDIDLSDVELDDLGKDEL
F508del corr – CFTR F508del correction in bronchial cells; activity (quench increase), % at 7.58 µM; CFBE cells, YFP halide quenching; stimulated with forskolin plus potentiator P3; % fluorescence drop versus neutral controls; 350,000 compounds, 0.36% hits;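 active means mean added fluorescence quench of at least 8% versus neutral control, with both replicates also reaching 8%; inconclusive means only one of the mean or replicate conditions met; inactive means mean below 8% and not both replicates reaching 8%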;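 further: cells transiently co-express mutant CFTR-F508del with the halide-sensitive YFP; corrector assay measuring rescue of mutant channel to the surface after 24 h compound exposure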
Starred values were filed as active, the others as inactive; ? = inconclusive; . = no result given; [ ] = dose if it differs, or a comment.

Fields – SIRT5 inh	Casp6 inh	ERAP1 inh	DENV2 CPE rescue	miR-122 sensor	ERp5 inh	F508del corr
C[C@@H]1CN([C@H](C)CO)C(=O)c2cc(NC(=O)CCCN(C)C)ccc2O[C@H]1CN(C)C(=O)Nc1ccccc1
→ -3	2	-2	-6	-3[16.7 µM]	0	-0.1
COC(=O)Nc1sc(C(=O)N(C)C)c(C)c1C(=O)OC
→ -1	0	2	.	.	-1	.
CC1(C)C(=O)Nc2ccccc2N1C(=O)COc1cc(Cl)ccc1Cl
→ -11	1	-1	-4	-15	-2	0.1
O=C(COc1ccc(Cl)cc1)Nc1cccc(-c2ccc3nncn3n2)c1
→ -4	10	-3	-6	-2	-1	1.2
CC(C)OC(=O)CSc1nc(N)c(C#N)cc1C#N
→ -2	10	-4	4	.	2	-2.8
COC(=O)C[C@H]1CC[C@H](NC(=O)Nc2ccc(C(F)(F)F)cc2)[C@@H](CO)O1
→ 1	0	5	-1	.	-2	-1.6
N#Cc1ccsc1NC(=O)C1CC(=O)N(Cc2ccccc2)C1 (stereo not drawn)
→ 0	4	1	12	5	0	1.4
O=P(O)(OCc1ccccc1)OCc1ccccc1
→ .	12	4	-18	-5	-2	2.0
N#C[C@H]1[C@@H](c2ccccc2)[C@H](CO)N1C(=O)C1CCCC1
→ 2	-1	-4	-6	.	4	0.0
O=C(C[C@@H]1C=C[C@@H](NC(=O)Nc2cc(F)ccc2F)[C@@H](CO)O1)NCc1ccc2c(c1)OCO2
→ .	-3	1	2	.	2	-0.6
C[C@H]1CN([C@@H](C)CO)C(=O)c2cc(NS(C)(=O)=O)ccc2O[C@@H]1CN(C)S(C)(=O)=O
→ -11	2	3	0	2[16.7 µM]	-2	0.2
COC(=O)CCCC1=CC2=CC(=O)C(C)(OC(=O)c3cccs3)C(=O)C2=CN1CCc1ccccn1 (stereo not drawn)
→ 3	14	-5	24*	-5	-1	1.1
Cn1ccnc1SCC(=O)Nc1cccc(O)c1
→ 0	-5	1	.	-2	-6	0.8
CC1CCCCN1C(=O)CCNC(=O)Cn1cnc2ccccc2c1=O (stereo not drawn)
→ 10	-1	1	0	-1	5	1.2
O=S(=O)(Cc1ccccc1)NCC[C@H]1CC[C@H](NS(=O)(=O)c2ccc(F)cc2)[C@@H](CO)O1
→ -4	2	0	0	.	-4	0.3
Cc1ccc(C(=O)NCC(=O)OCC(=O)NCC(F)(F)F)cc1
→ -1	-2	-3	-1	.	5	-4.8
CCCCC(CCC(=O)NNC(=O)Cc1ccccc1)C(=O)O (stereo not drawn)
→ -7	9	-3	-4	0	5	.
Cc1ccc(-c2ccc([C@H]3[C@@H](CO)N4C(=O)CN(C(=O)c5ccccc5)C[C@@H]34)cc2)cc1
→ 1	.	.	15	.	2	-0.2
CCOC(=O)CC1(C)SC(NC(C)=O)=NN1C(C)=O (stereo not drawn)
→ 3	-2	12	8	.	-1	.
N#Cc1ccncc1S(=O)c1ccc(Cl)cc1 (stereo not drawn)
→ -1	-3	1	-6	.	2	0.2
COc1cccc(NC(=O)N2C3CCCC2CC(NC(C)=O)C3)c1 (stereo not drawn)
→ 1	-2	3	1	-1	0	1.9
Cc1nn(Cc2cccc(C(=O)O)c2)c(C)c1[N+](=O)[O-]
→ 4	8	-1	?	8	3	2.0
COC(=O)CSc1nnc(-c2c[nH]c3ccccc23)o1
→ -3	-3	9	10	-6	5	-1.0
Cc1cccc(-c2nc(C)cc(=O)[nH]2)c1
→ 2	0	5	0	.	1	0.0
Cc1ccc(N2CC(C(=O)NCCN3CCOCC3)CC2=O)cc1 (stereo not drawn)
→ 3	1	-1	10	-1	5	1.6
N#CC1(c2ccccc2)CCC(=O)N1c1ccccc1 (stereo not drawn)
→ 1	-6	0	3	.	-5	0.0
COc1cccc(NC(=O)N2CCc3ccccc3C2)c1
→ -1	-1	1	-5	-5	-4	1.4
CCOC(=O)N1CCC(NC(=O)c2cc(COc3ccc(F)cc3Cl)on2)CC1
→ -3	2	1	4	-2	-2	0.4
CN(c1ccc(C(=O)NCC2CCCO2)cc1)S(=O)(=O)c1ccc(Cl)cc1 (stereo not drawn)
→ .	1	0	-5	9	8	1.5
CCCNC(=O)N[C@H]1CC[C@@H](CCn2cc(C3CCCCC3)nn2)O[C@@H]1CO
→ 2	-2	1	-5	-1[16.7 µM]	1	0.9
O=C(OCC(=O)C12CC3CC(CC(C3)C1)C2)c1ccc(O)cc1
→ -4	2	0	8	0	-1	5.2
NS(=O)(=O)c1ccc(CCNC(=O)c2ccc(Cn3c(=O)[nH]c4ccccc4c3=O)cc2)cc1
→ -2	-4	3	.	.	1	-1.1
CC(=O)c1ccc(OCc2cc(C(=O)N(C)C(C)c3nccs3)no2)cc1 (stereo not drawn)
→ 1	3	-4	8	4	11	0.4
COc1ccc(-n2nc3cc(C)c(N)cc3n2)cc1Cl
→ -1	21	-2	-5	1	5	3.7
CCN(C(=O)COC(=O)C1COc2ccccc2O1)c1c(N)n(Cc2ccccc2)c(=O)[nH]c1=O (stereo not drawn)
→ -1	1	0	9	-1	1	2.8
NS(=O)(=O)c1cccc(NC(=O)CN2CCN(S(=O)(=O)c3ccc4c(c3)OCCO4)CC2)c1
→ -4	0	0	-1	-8	8	3.0
CCNC(=O)CSc1nc(-c2ccc(F)cc2)cs1
→ -7	0	5	2	.	0	-0.9
COc1ccc(NC(=O)Nc2ccc3c(c2)CC(=O)N([C@@H](C)CO)C[C@H](C)[C@H](CN(C)C(=O)Nc2ccc(C(F)(F)F)cc2)O3)cc1
→ .	.	.	18	7[16.7 µM]	.	0.5
O=C(NC1CCCC1)C(c1cccnc1)N(C(=O)c1ccco1)c1cccc(F)c1 (stereo not drawn)
→ 0	-1	-1	-8	.	1	-0.5
CC1C/C(=C/c2cccs2)C(=O)/C(=C/c2cccs2)C1 (stereo not drawn)
→ -3	3	-1	-7	.	-1	-2.4
CCOC(=O)C/C(C)=N/NC(=O)CNc1cccc(Cl)c1C
→ 3	0	-6	8	.	3	0.4
COc1ccc(NC(=O)NC2(C)CCS(=O)(=O)C2)cc1 (stereo not drawn)
→ -9	31	-3	7	5	2	-3.8
CC(=O)c1ccc(OC2(C)CCN(Cc3cc4ccccc4[nH]3)C2)cc1 (stereo not drawn)
→ -1	-2	-1	1	-2	-6	0.7
Cc1cc(C(=O)Cn2nc(C(=O)O)c3ccccc3c2=O)c(C)n1-c1ccc(OC(F)F)cc1
→ -1	-3	-2	7	.	0	4.0
CS(=O)(=O)Nc1nnc(CCc2ccccc2)s1
→ .	-3	4	-1	.	2	0.2
O=C1CSC(c2ccc(F)c(F)c2)N1c1ccccc1F (stereo not drawn)
→ -4	-2	-5	3	1	3	2.5
Cc1noc(C)c1NC(=O)N(C)C[C@H]1Oc2cc(C#CCC3CCCC3)ccc2S(=O)(=O)N([C@@H](C)CO)C[C@@H]1C
→ 4	0	-2	-4	19[16.7 µM]	-5	10*
Cn1nccc1C(=O)NC1CCCc2c1cnn2-c1ccc(C(C)(C)C)cc1 (stereo not drawn)
→ 1	5	-1	17	-2	1	0.9
CCCCNC(=S)NNC(=O)C1=NN(c2cc(C)ccc2C)C(=O)CC1
→ -3	-3	4	-5	.	-11	1.3
Cc1ccc(N2C(=O)N3[C@H](c4ccc(Cl)cc4)[C@@H]4C(=O)N(C5CCCCC5)C(=O)[C@@H]4[C@]3(Cc3ccccc3)C2=O)cc1
→ 1	-2	-3	?	-9	5	1.6
C=CC[C@@H](CC(=O)N[C@@H](CO)Cc1ccccc1)C(=O)N[C@@H](C)COC(=O)[C@@H](CC=C)Cc1ccc(F)cc1
→ .	2	-3	-14	.	-4	0.6
CC1CCCCC1NC(=O)CNC(=O)c1ccco1 (stereo not drawn)
→ -1	-2	4	-4	-8	-1	1.3
CC(=O)N(C)C[C@@H]1Oc2ncc(-c3ccccc3F)cc2C(=O)N([C@@H](C)CO)C[C@H]1C
→ -1	-3	-1	4	-2[16.7 µM]	0	-1.7
CCn1c(SCC(=O)N/N=C(\C)c2ccco2)nnc1-c1ccccc1
→ 2	4	1	8	.	-1	0.1
Cc1nnc(SC(C)C(=O)Nc2ccc(S(=O)(=O)NC3CCCCC3)cc2)s1 (stereo not drawn)
→ -3	3	1	-1	28	7	-2.6
CC(C)Nc1ncnc2c1cnn2Cc1ccc(Cl)cc1
→ -1	2	-1	-5	-4	1	1.4
CCOc1ccc(NC(=O)CN(C)C(=O)Cc2c[nH]c3ccccc23)cc1OCC
→ 0	-10	0	-3	6	1	2.7
CCCNC(=O)C[C@H]1C[C@H]2c3cc(NC(=O)CC4CC4)ccc3O[C@H]2[C@H](CO)O1
→ 5	0	0	0	3[16.7 µM]	4	-1.7
Cc1cc(C)c2c(N)c(C(=O)Nc3ccccc3F)sc2n1
→ 1	1	3	-4	-1	-1	2.5
COCCNC(=O)C[C@@H]1CC[C@H]2[C@H](COc3ccc(NC(=O)c4cc(C)on4)cc3C(=O)N2C)O1
→ 0	-5	1	-1	18[16.7 µM]	-4	0.2

The list goes on, overlapping the part above by 4 compounds.
Fields – SIRT5 inh	Casp6 inh	ERAP1 inh	DENV2 CPE rescue	miR-122 sensor	ERp5 inh	F508del corr
CCOc1ccc(NC(=O)CN(C)C(=O)Cc2c[nH]c3ccccc23)cc1OCC
→ 0	-10	0	-3	6	1	2.7
CCCNC(=O)C[C@H]1C[C@H]2c3cc(NC(=O)CC4CC4)ccc3O[C@H]2[C@H](CO)O1
→ 5	0	0	0	3[16.7 µM]	4	-1.7
Cc1cc(C)c2c(N)c(C(=O)Nc3ccccc3F)sc2n1
→ 1	1	3	-4	-1	-1	2.5
COCCNC(=O)C[C@@H]1CC[C@H]2[C@H](COc3ccc(NC(=O)c4cc(C)on4)cc3C(=O)N2C)O1
→ 0	-5	1	-1	18[16.7 µM]	-4	0.2
O=C(NC1CCCN(Cc2ccc(Cl)cc2)C1)c1c(F)ccc(F)c1F (stereo not drawn)
→ 1	2	2	10	3	-1	-0.7
COc1cccc(CN(C)C(=O)c2cccc(S(=O)(=O)Nc3cccc(C)c3)c2)c1OC
→ -2	7	-2	0	61	-1	-0.4
COCC(=O)N(C)C[C@@H]1Oc2ncc(C#Cc3ccc(F)cc3)cc2C(=O)N([C@@H](C)CO)C[C@H]1C
→ 1	2	-2	7	-7[16.7 µM]	18	-0.6
Nc1nc(N)nc(-c2cccc(Br)c2)n1
→ -1	1	2	5	7	5	3.7
CCC(=O)N1CC(=O)N2[C@@H](CO)[C@H](c3ccc(C#CCC(C)C)cc3)[C@@H]2C1
→ -1	2	2	-6	.	0	-2.1
C[C@@H]1CN([C@@H](C)CO)C(=O)c2cccc(NS(=O)(=O)c3ccccc3)c2O[C@H]1CN(C)C
→ 0	0	-2	2	1[16.7 µM]	-4	-1.6
C[C@@H]1CN([C@H](C)CO)C(=O)c2cccc(NC(=O)CCCCCC(=O)Nc3ccccc3N)c2O[C@H]1CN(C)Cc1ccc(-c2ccccc2)cc1
→ 17*	2	0	-4	0[16.7 µM]	1	-1.3
Cc1ccc(S(=O)(=O)N(C)C)cc1NC(=O)C1Cc2ccccc2CN1C(=O)c1ccco1 (stereo not drawn)
→ -8	2	2	5	3	-2	1.9
CC1(C(=O)NS(=O)(=O)c2ccc(F)cc2F)CCN1C(=O)Cc1cccc2ccccc12 (stereo not drawn)
→ 7	0	0	1	-13	-4	5.3
CCC(C)(C)NC(=O)/C=C/c1ccc(OC)c(S(=O)(=O)N2CCOCC2)c1
→ -1	7	7	0	.	-2	.
COc1ccc(-n2cc(C#N)c(=O)[nH]c2=O)cc1
→ -1	-2	4	2	-8	-2	2.2
CC(C)OCCCNC(=O)c1ccc2c(c1)NC(=O)c1ccccc1S2
→ -2	1	0	-3	.	1	-0.7
Fc1ccc(-n2[nH]nnc2=S)cc1N1CCCC1
→ 4	0	-3	0	-7	-4	-2.6
C[C@@H]1CCCCO[C@H](CN(C)C(=O)Nc2ccc3c(c2)OCO3)[C@H](C)CN([C@@H](C)CO)C(=O)c2cc(NC(=O)CCCN(C)C)ccc2O1
→ 0	6	0	11	3[16.7 µM]	-1	1.4
